MITF act: MITF TRPM1 promoter activation in melanoma cells | SK-MEL-5 TRPM1-promoter luciferase, 24 h; % of positive control, neutral wells = 0 | activation, % at 12.5 µM | 300,000 tested, 0.75% active | AID 588334;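 active = mean activation of at least 80% with every replicate also reaching 80%; inconclusive = mean reaches 80% but some replicate falls short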;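 note: 0% = neutral control wells and 100% = parthenolide positive control wells; values of inactives mirror those of a sister screen read the other way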
CAL PDZ FP-1: blocks peptide binding to the human CAL PDZ domain | Q9HD26 | purified CAL PDZ, TMR-peptide fluorescence polarization, 1 h | inhibition, % at 24.9 µM | 300,000 tested, 0.92% active | AID 602252;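 active = mean inhibition of at least 30% with at least half of replicates also reaching 30%; inconclusive = no clear call, values can overlap the other calls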;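 note: 0% = DMSO neutral control and 100% = excess unlabeled competitor peptide PRC23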
CAL PDZ FP-2: blocks peptide binding to human CAL PDZ domain | inhibition, % at 20 µM | AID 504414 | Q9HD26 | purified CAL PDZ, TMR-peptide fluorescence polarization, 1 h | 330,000 tested, 0.02% active;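 active = highest replicate inhibition of at least 40%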;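 note: plate controls were DMSO neutral control wells for no effect and unlabeled competitor peptide control wells for full effect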
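Test system: tagged CAL PDZ domain / Buffer or medium: sodium phosphate/NaCl buffer pH 7.4 with TCEP, IgG, Thesit / Reagent: TMR-labelled reporter peptide T*-PRC34 bound in PDZ groove / Compound dosing: single point, 20 µM / Schedule: 1 h incubation at room temperature before polarization reading / Technique: fluorescence polarization (mP) / Benchmarks: unlabelled peptide, DMSO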
AddAB inh: less growth of phage-infected E. coli with AddAB; E. coli expressing H. pylori AddAB, absorbance growth; inhibition, % at 11.9 µM; 330,000 tested, 0.29% active; AID 435030; in the data active = inhibition above about 12%;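 note: 0% = vehicle wells of infected cells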
E coli growth: counter-screen for AddAB inhibitors: E. coli growth inhibition. E. coli V3065 growth, OD600 absorbance, 18 h. inhibition, % at 11.9 µM. 330,000 tested, 0.27% active;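 active = inhibition above the campaign's mean inhibition across all tested compounds plus 3 SD, cut at about 9.9% in these data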;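 note: uninfected addAB+ strain grown without phage in ampicillin broth; 0% = DMSO wells and 100% = ciprofloxacin 0.95 µg/ml wells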
SR-BI HDL uptake: mouse SR-BI HDL lipid transfer inhibition. inhibition, % at 12.5 µM. 320,000 tested, 0.96% active. ldlA[mSR-BI] CHO cells, DiI-HDL uptake fluorescence, 3 h. Q61009;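 active = mean replicate inhibition of at least 70% and a set share of replicates each scoring 70 or more; inconclusive = meets just one of the two criteria; inactive = fails both criteria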;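 note: 0% = median of neutral control wells and 100% = median of positive control wells; values of inactives mirror those of a sister screen read the other way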
Target sequence (Q61009 whole entry, looked up): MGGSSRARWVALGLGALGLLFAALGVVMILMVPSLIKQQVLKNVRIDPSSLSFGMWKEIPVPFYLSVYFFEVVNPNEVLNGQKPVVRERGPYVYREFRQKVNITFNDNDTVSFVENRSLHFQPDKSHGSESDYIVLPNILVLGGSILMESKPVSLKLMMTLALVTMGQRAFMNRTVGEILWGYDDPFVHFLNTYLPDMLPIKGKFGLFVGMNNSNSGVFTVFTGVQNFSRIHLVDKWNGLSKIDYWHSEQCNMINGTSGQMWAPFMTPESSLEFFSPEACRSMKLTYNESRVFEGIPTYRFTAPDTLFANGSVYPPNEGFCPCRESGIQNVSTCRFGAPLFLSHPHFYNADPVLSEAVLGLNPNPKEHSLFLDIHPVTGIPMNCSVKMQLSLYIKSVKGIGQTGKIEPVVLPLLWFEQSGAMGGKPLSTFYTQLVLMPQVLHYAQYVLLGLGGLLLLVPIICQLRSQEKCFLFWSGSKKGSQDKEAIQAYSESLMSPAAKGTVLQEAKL
Tat export inh: E. coli Tat transport inhibition. E. coli MC4100 TorA-mCherry Tat export, fluorescence. inhibition, % at 10 µM. 340,000 tested, 0.036% active. AID 488895;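 active = mean replicate inhibition at least 50% and at least half of replicates individually reaching 50%; inconclusive = only one of the two criteria met; inactive = neither criterion met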;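 note: exported cargo escapes ClpAP degradation while cytoplasmic cargo is degraded and loses fluorescence; 0% = median of neutral control wells and 100% = median of NaSCN control wells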
Wnt bcat act: Wnt/beta-catenin pathway activation | activation, % at 9.35 µM | Wnt/beta-catenin reporter cell assay, activator, plate reader | 300,000 tested, 1.2% active | AID 743398; in the data active = activation above about 30%, passing the limit was not always enough; inconclusive = no clear call, values can overlap the other calls;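 note: 0% = neutral control wells and 100% = positive control wells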
SR-BI uptake up: enhances SR-BI lipid uptake from DiI-HDL | CHO ldlA[mSR-BI] cells, DiI-HDL uptake fluorescence, 3 h; 100 = double the neutral-control signal | activation, % at 12.5 µM | 320,000 tested, 0.096% active | AID 504775;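 active = mean replicate activation of at least 60% and every replicate at or above 60%; inconclusive = mean or all-replicate condition met, but not both; inactive = mean below 60% and not all replicates reaching 60%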;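 note: 0% = median plate neutral-control signal and 100% = twice that signal; values of inactives mirror those of a sister screen read the other way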
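Assay system: LDL receptor-deficient CHO ldlA cells overexpressing murine SR-BI / Medium: BSA-supplemented, HEPES-buffered Ham's F12, pH 7.4 / Probe or stimulus: DiI-labelled HDL at 10 µg/mL final / Timing: compound with DiI-HDL co-incubation, 3 h at 37 °C / Technique: bottom-read cell fluorescence after medium removal, ex 550/em 595 nm / Measure: HDL uptake via cellular fluorescence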
phage Ecoli inh: E. coli growth loss with phage present. inhibition, % at 11.9 µM. growth absorbance. 360,000 tested, 0.26% active; in the data active = inhibition above about 11%
The depositor's hits bear a star; ? = inconclusive; nt = no result given.

SMILES	MITF act	CAL PDZ FP-1	CAL PDZ FP-2	AddAB inh	E coli growth	SR-BI HDL uptake	Tat export inh	Wnt bcat act	SR-BI uptake up	phage Ecoli inh
Cc1ccc(OCC(=O)N2CCN(C3=NS(=O)(=O)c4ccccc43)CC2)cc1	5	nt	-2.0	0.5	0.9	8	6	nt	-8	1.6
COc1ccc(-c2nn(C)c3sc(C(=O)NCc4ccco4)cc23)cc1OC	-7	-1	-0.9	2.4	-0.1	43	-8	-8	-43	-0.3
O=c1c2c([nH]c3ccccc13)CCC2	nt	-1	0.5	2.0	1.3	-11	-5	12	11	1.9
CC1CCC(NC(=O)CCN2C(=O)C3C4C=CC(C4)C3C2=O)CC1 (centres undefined)	6	-5	-0.4	1.1	0.6	-18	-3	0	18	2.5
O=C(Nc1nnc(S(=O)(=O)N2CCCCC2)s1)c1ccccc1Br	nt	1	-0.4	0.8	-1.1	-34	1	1	34	1.6
O=C(Nc1ccc(Cl)cn1)c1cc(S(=O)(=O)N2CCCCC2)ccc1Cl	-9	-4	-1.8	4.3	1.4	24	-5	-13	-24	3.3
Clc1cccc(OCCOCCN2CCNCC2)c1Cl	nt	nt	nt	-0.1	-1.8	nt	nt	-3	nt	2.3
O=C(Nc1nnc(SCc2ccccc2)s1)c1cc2c(s1)CCCC2	20	-1	-0.4	1.1	0.8	22	-5	nt	nt	2.1
O=C(c1ccccc1)c1cc(-c2ccccc2)on1	55	0	-0.1	-2.7	-0.3	13	-11	nt	-13	1.7
Cc1cccc(/C=C(\C(=O)O)c2ccc(S(=O)(=O)N3CCCC3)s2)c1	-7	-3	-1.5	-1.0	-1.4	-8	7	1	8	-1.8
CN(C(=O)c1cnccn1)c1nnc(-c2cnccn2)s1	nt	nt	-0.7	1.3	1.4	-23	-4	nt	23	1.8
O=C(Nc1cccc2ncccc12)C(Cl)(Cl)Cl	-3	nt	0.2	0.5	2.5	-31	11	1	31	nt
O=C(CCN1C(=O)[C@@H]2Cc3ccccc3CN2C1=O)NCCc1ccccc1	0	2	-0.6	3.0	0.9	-10	-6	-3	10	0.5
CNC(=S)N/N=C/c1cc(C)ccc1C	3	-1	-2.8	3.3	0.0	13	-4	0	-13	2.2
N#Cc1cccc(CS(=O)(=O)c2ccc(Cl)cc2)c1	3	-3	-1.0	-0.7	-1.3	-64	-5	1	?	-0.7
COC(=O)[C@@](C)(O)C1(C(=O)SC(C)(C)C)CC1	0	0	-2.8	-0.8	-0.1	-22	-9	0	22	1.9
Cc1cc(C)cc(NC(=O)c2cccc(NC(=O)c3ccco3)c2)c1	nt	nt	-2.1	0.5	-2.4	46	-7	-3	-46	0.1
CCOc1cc(CNCCO)ccc1OCC(=O)NC(C)(C)C	2	3	0.0	1.4	-4.0	-1	0	-2	1	4.3
O=C1C2C(c3ccccc3)=NN(c3ccccc3)C2C(=O)N1c1ccccc1 (centres undefined)	2	-8	0.3	4.0	3.2	-19	2	0	19	4.9
CCc1ccccc1NC(=O)CCS(=O)(=O)c1ccc(C)cc1	1	1	0.8	-0.1	-0.7	-7	1	-2	7	-0.2
O=C1CCCN1c1ncc(S(=O)(=O)c2ccc([N+](=O)[O-])cc2)s1	-20	-2	-0.2	1.4	1.9	-20	5	-3	20	2.4
COc1cc(NC(=O)CSc2nnc3c(C)cc4cc(C)cc(C)c4n23)c(C(=O)O)cc1OC	-11	-4	-0.5	2.4	0.9	-17	-7	0	17	0.0
O=C1[C@H]2[C@@H](c3ccc(Cl)cc3)N3C(=O)N(c4cccc(Cl)c4)C(=O)[C@@]3(Cc3ccccc3)[C@H]2C(=O)N1C1CCCCC1	6	-3	-0.3	3.6	0.3	-29	-5	-9	29	3.7
CCOc1ccc(-c2noc(CCC(=O)O)n2)cc1	-68	nt	0.9	5.1	-2.3	-10	-1	-4	10	0.8
O=C1CC(c2ccccc2)n2nc(N3C(=O)CCC3=O)nc2N1 (centres undefined)	-1	0	-1.6	2.9	0.4	-10	5	nt	10	3.4
Cn1cccc1Cc1nnc(SCC(=O)NCc2ccco2)n1-c1ccc(F)cc1	-2	-1	-0.7	-0.4	-4.9	39	-3	nt	-39	2.3
COc1ccccc1OC(C)C(=O)Nc1ccc2c(c1)n(C)c(=O)n2C (centres undefined)	nt	-1	-0.2	2.6	-3.5	-17	-3	0	17	2.5
O=C(CSc1ncnc2c1oc1ccccc12)N1CCCc2ccccc21	nt	0	-0.6	2.4	1.5	-12	-3	nt	12	2.5
COc1ccc(CN(CC(=O)NCC2CCCO2)C(=O)CNS(=O)(=O)c2ccc(C)cc2)cc1 (centres undefined)	1	0	-0.2	4.7	2.1	-40	15	nt	40	1.9
COC(=O)c1c(NC(=O)COC(=O)c2ccccn2)sc(C)c1C	1	-5	-6.2	3.9	-0.7	-2	-1	2	2	3.0
COc1ccc(C/C(C)=N/NC(=O)c2cc(C)oc2C)cc1	-6	0	-1.2	3.3	3.4	10	16	nt	-10	4.0
CC(C)[C@H]1CC[C@@H](C)C(C(=O)c2ccccc2)C1=O (some centres undefined)	11	-2	-1.7	2.0	1.2	9	5	0	-9	4.8
CC(C)CCn1nnnc1CN1CCN(c2ccccc2)CC1	7	nt	0.0	2.8	0.4	-5	-3	0	5	2.8
Cc1ccc(O)c(NC(=O)c2onc(C)c2Cl)c1	9	-3	-1.3	4.2	-1.4	6	-9	8	-6	4.4
CC1(C(=O)NC2CCCCCCC2)CCC(=O)N1Cc1cccnc1 (centres undefined)	3	-1	-2.7	3.5	-1.2	-11	-8	nt	11	0.3
C[C@@]12C(=O)Nc3ccccc3C(=O)N1[C@H]1c3cc(Cl)ccc3OC[C@@H]1[C@@H]2c1ccccc1	-9	-3	-1.0	3.2	1.5	-3	-5	-6	3	1.4
CCOc1ccc(OCCC(=O)OCC(=O)N2CCN(c3ccc(OC)cc3)CC2)cc1	4	1	-2.6	2.2	1.6	-5	-1	nt	5	0.4
Cc1c(Cl)cccc1NC(=O)CSc1nc2ncc(Cl)cc2[nH]1	1	-19	-1.1	0.2	0.3	-57	-9	1	57	2.9
COc1cccc2c1c(NC(=O)c1cc(C)on1)nn2C	2	-4	-1.6	0.6	-0.8	7	3	-1	-7	0.8
Cc1nn(CC(=O)N2CCN(c3ccccc3)CC2)c(=O)c2ccccc12	nt	0	-3.1	3.5	-1.6	47	-14	-1	-47	2.4
CCOC(=O)c1ccc(/C=C2\c3ccccc3C(=O)N2c2ccccc2)cc1F	0	-1	0.2	2.4	0.3	34	-7	15	-34	2.8
Cc1nn(Cc2ccccc2Cl)c(C)c1NC(=O)c1noc2c1CCCCC2	-3	nt	-0.7	-0.2	0.5	32	-1	nt	-32	3.3
C=CCn1c(COc2ccccc2F)nnc1SCC(=O)Nc1cc(C)on1	15	0	-2.1	1.9	-0.3	-23	9	nt	23	3.9
Cn1cnnc1SCc1cccc(Br)c1	17	-5	-3.3	1.9	2.8	nt	-9	-3	nt	0.9
Cc1ccc2ncccc2c1[N+](=O)[O-]	1	0	-3.2	0.7	1.2	-43	3	-1	43	3.5
O=C(CCn1ccc2ccccc21)Nc1ccc(N2CCOCC2)cc1	0	-4	0.5	0.9	0.0	30	-1	-6	-30	0.8
CCCC(=O)N1CCN(c2nc3ccc(Br)cc3s2)CC1	67	-4	-3.4	1.8	1.0	-5	-4	0	5	1.4
CC(=O)Nc1cc(-c2nc3ccccc3o2)ccc1Cl	16	-1	-0.4	nt	nt	38	1	9	-38	0.4
Fc1ccc(-c2n[nH]c(=S)n2Cc2ccccc2)cc1	-1	-2	0.2	1.1	-3.0	1	-6	nt	-1	nt
COCCCN(Cc1cccs1)S(=O)(=O)c1c[nH]c(C(=O)OC)c1	-1	-3	-2.9	1.8	0.2	10	-1	-2	-10	0.2
Next part:
SMILES	MITF act	CAL PDZ FP-1	CAL PDZ FP-2	AddAB inh	E coli growth	SR-BI HDL uptake	Tat export inh	Wnt bcat act	SR-BI uptake up	phage Ecoli inh
Cc1cc(C(=O)OCC(=O)NCc2ccc(Cl)cc2Cl)c(C)o1	8	nt	-1.1	-1.1	-1.2	-7	-4	-4	7	-1.4
CC(NC(=O)CN1C(=O)NC(C)(C2CC2)C1=O)c1ccc(F)cc1 (centres undefined)	-2	-3	-2.7	nt	nt	-21	-10	-2	21	3.2
O=C(COc1ccc(Cl)cc1Cl)Nc1ccc(CN2CCCCC2)cc1	24	-3	-3.1	2.8	1.7	-12	-1	-1	12	4.0
Cc1noc(C)c1-c1ccc2ncnc(NCC3CCCCN3C)c2c1 (centres undefined)	2	-4	-0.7	-1.8	-3.2	-9	-2	10	9	1.9
O=C(O)C(CCCCN1C(=O)c2ccccc2C1=O)N1C(=O)c2ccccc2C1=O (centres undefined)	3	-4	nt	-2.4	2.0	-9	-8	nt	9	3.9
O=C(Nc1cccc([N+](=O)[O-])c1)Nc1ccc2c(c1)OCCO2	90*	nt	0.6	1.2	2.2	25	-13	10	-25	1.8
Cc1ccc(S(=O)(=O)Oc2ccccc2-c2ccccc2)cc1	-13	2	0.3	nt	nt	12	8	-9	-12	2.6
COc1ccc(-c2csc3ncnc(N4CCN(S(=O)(=O)c5cccc(Br)c5)CC4)c23)cc1	-14	4	-2.1	2.1	0.9	7	0	-8	-7	2.8
O=C1OC(c2ccc(F)cc2)=N/C1=C\C=C/c1ccccc1	6	11	-0.4	-0.7	0.2	-14	-7	0	14	1.4
N#C/C(=C\c1ccccc1[N+](=O)[O-])C(=O)Nc1ccc(S(N)(=O)=O)cc1	-16	-4	-1.8	-0.7	0.7	63	-1	3	-63	0.3

Three entries already listed, arranged by the number in AddAB inh, ascending.
smiles	AddAB inh
O=C(O)C(CCCCN1C(=O)c2ccccc2C1=O)N1C(=O)c2ccccc2C1=O (centres undefined)	-2.4
O=C1OC(c2ccc(F)cc2)=N/C1=C\C=C/c1ccccc1	-0.7
O=C(COc1ccc(Cl)cc1Cl)Nc1ccc(CN2CCCCC2)cc1	2.8

New compounds follow:
SMILES	MITF act	CAL PDZ FP-1	CAL PDZ FP-2	AddAB inh	E coli growth	SR-BI HDL uptake	Tat export inh	Wnt bcat act	SR-BI uptake up	phage Ecoli inh
Cc1ccc(C)c(S(=O)(=O)Nc2ccc(O)cc2)c1	nt	-3	nt	1.7	-1.0	-15	-13	nt	15	0.8
O=C(COC(=O)c1n[nH]c2ccccc12)Nc1cccc(S(=O)(=O)N2CCOCC2)c1	5	5	-4.0	nt	nt	31	-4	-1	-31	-2.2
Cc1nc(N2CCOCC2)[nH]c(=O)c1[N+](=O)[O-]	-9	-2	1.0	-2.1	-1.5	nt	0	-2	nt	2.5
O=C1CCCC2=C1C(c1cccs1)Nc1ccccc1N2 (centres undefined)	-1	-4	0.0	1.6	0.9	-25	-8	4	25	0.8
CCC(=O)N1c2ccc(S(=O)(=O)N3CCN(c4ccc([N+](=O)[O-])cc4)CC3)cc2CC1C (centres undefined)	-12	-1	-1.0	-0.6	-1.6	37	1	-4	-37	2.4
